PI4K2A block – PI4K2A (human) kinase inhibition; Q9BTU6; purified PI4K2A, ADP-Glo luminescence, 1 h; hits give low values; activity change, negative = inhibition, % at 76.9 µM; 0.13% of 420,000 active; in the data active = activity change below about -50%; inconclusive = mostly about -30% to -49%;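 note: -100% = wells without enzyme as full effect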
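In this quantitative HTS, ADP production by PI4K2A was quantified luminescently after 1 h at ambient temperature; 100 microM adenosine served as plate-quality control.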
GLS inhibitor – inhibitors of human glutaminase (GLS); GLS enzymatic activity, qHTS titration; 0.21% of 410,000 active; O94925; Potency, µM (top dose mostly 45.5 µM), without a hit: at the highest dose activity change, negative = inhibition, most hits filed as inhibitors; note: potency is the fitted concentration of half-maximal effect; % is set by controls: 0 for no effect and ±100 for the full control effect
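Two-point fluorescence kinetic (t0, 30 min RT) for hKGA; glutamate detected via glutamate oxidase–HRP–Amplex Red. Substrate: 1 mM L-glutamine solution; buffer 45 mM KH2PO4, pH 8.2.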
HP1b binding inh – inhibitors of HP1-beta chromodomain binding to methylated histone tails | AlphaScreen HP1-beta / biotin-H3K9me3 peptide binding | Potency, µM (doses to about 114 µM), for inactives: at the highest dose activity change, negative = inhibition, usual class: inhibitors | 0.56% of 390,000 active | AID 540317; note: potency is the fitted concentration of half-maximal effect; nearly all actives have a fitted effect of over 70% in size; inactives centre near 23
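Compound inhibition of the preformed complex between 50 nM HP1-beta and 50 nM biotinylated H3K9me3 peptide was read by AlphaScreen. Buffer was PBS pH 7.4 with 0.01% Tween-20. Incubations ran 30 min at room temperature, with 10 ug/mL donor/acceptor beads.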
JMJD2A Tudor inh – blocks the human JMJD2A Tudor domain | 4.4% of 390,000 active | Potency, µM (top dose mostly 114 µM), without a hit: at the highest dose activity change, negative = inhibition, actives largely listed as inhibitors | O75164 | AlphaScreen JMJD2A-Tudor / H3K4me3 peptide binding | AID 504339; note: potency is the fitted concentration of half-maximal effect; % is set by controls: 0 for no effect and ±100 for the full control effect; nearly all actives have a fitted effect of over 50% in size
G9a inh – G9a (human) methyltransferase inhibition; G9a H3K9 monomethylation, AlphaScreen, 2 h; Potency, µM (top dose mostly 102 µM), without a hit: top-dose activity, negative = inhibition, usual class: inhibitors; 8.8% of 350,000 active; AID 504332; note: potency is the fitted concentration of half-maximal effect; % is set by controls: 0 for no effect and ±100 for the full control effect; nearly all actives have a fitted effect of over 75% in size
Target sequence (Q96KQ7 913-1193 limits assumed): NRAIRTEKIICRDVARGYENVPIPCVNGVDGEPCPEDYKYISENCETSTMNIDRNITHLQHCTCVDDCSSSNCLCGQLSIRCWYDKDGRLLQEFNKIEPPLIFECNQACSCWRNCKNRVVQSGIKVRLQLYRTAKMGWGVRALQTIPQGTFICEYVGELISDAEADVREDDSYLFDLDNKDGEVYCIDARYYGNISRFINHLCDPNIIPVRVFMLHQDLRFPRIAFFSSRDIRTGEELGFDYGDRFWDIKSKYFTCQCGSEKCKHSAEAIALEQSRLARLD
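Using a bead-based AlphaScreen, monomethylated H3K9 product from 2 h room-temperature reactions (G9a 20 nM, peptide 500 nM, SAM 20 uM) was detected with 0.5 ug/mL rabbit anti-H3K9me1 antibody.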
ERG Ets-DNA blk – inhibitors of human ERG Ets domain-DNA interaction; Potency, µM (highest dose often 76.9 µM), without a hit: top-dose FP activity, negative = inhibition, actives largely listed as inhibitors; 0.028% of 370,000 active; AID 624246; P11308; fluorescence polarization, His-ERG Ets domain / labelled DNA; active = well fitted inhibition curve with a large enough effect in the polarisation, with a control signal flat; inconclusive = small, poorly fitted or top-dose-only effect, or effect the other way, or a change in a side signal; inactive = no such curve, though single readings can be large or run the other way; the % refers to the polarisation;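 note: polarization taken with two DNA probes labelled with fluorescein and Texas red; potency is the fitted concentration of half-maximal effect; % of control where 0% means no effect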
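His-tagged ERG Ets domain (1 uM in the protein solution; 300mM KCl, 50mM Tris-HCl, 1mM EDTA, 1mM DTT, pH 7.5) received compound, then a probe mix of 5 nM fluorescein-DNA and 100nM Texas-615-DNA. Fluorescence polarization was read for both dyes.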
BAZ2B inh – blocks human BAZ2B. 4.4% of 360,000 active. AlphaScreen BAZ2B-H3K14Ac peptide displacement. AID 504333. Potency, µM (top dose mostly 114 µM), inactives show at the highest dose activity change, negative = inhibition, actives largely listed as inhibitors; note: potency is the fitted concentration of half-maximal effect; % is set by controls: 0 for no effect and ±100 for the full control effect; nearly all actives have a fitted effect of over 60% in size
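Protein-peptide AlphaScreen: BAZ2B 50 nM, b-H3K14Ac 50 nM, 1x PBS pH 7.4 + 0.01% Tween-20. Preincubation 30 min RT; cpd 30 min RT (top 110 uM); beads 20 min RT, light-protected.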
RGS4 inhibitor – human RGS4 inhibition; P49798; Transcreener GDP fluorescence polarization, RGS4-accelerated GTP hydrolysis; Potency, µM (top dose mostly 114 µM), for inactives: top-dose activity change, negative = inhibition, most hits filed as inhibitors; 0.039% of 390,000 active; note: potency is the fitted concentration of half-maximal effect; % is set by controls: 0 for no effect and ±100 for the full control effect; nearly all actives have a fitted effect of over 75% in size; some results filed as inactive show a strong effect at the top dose
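MLSMR compounds (23 nl, pin-transferred) preincubated 10 min at room temperature with a 500nM (2x) first reagent, then RGS4 at 900nM (2x) plus Transcreener GDP mix added; fluorescence polarization (620/688 nm) read before and after 90 min at 30 °C.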
ALOX12 inh – blocks human arachidonate 12S-lipoxygenase; P18054; purified 12hLO, xylenol orange hydroperoxide absorbance; Potency, µM (titrated, usually from 108 µM), without a hit: top-dose activity change, negative = inhibition, usual class: inhibitors; 1.1% of 580,000 active; AID 1671190; note: potency is the fitted concentration of half-maximal effect; % is set by controls: 0 for no effect and ±100 for the full control effect
Target sequence (P18054 whole entry, looked up): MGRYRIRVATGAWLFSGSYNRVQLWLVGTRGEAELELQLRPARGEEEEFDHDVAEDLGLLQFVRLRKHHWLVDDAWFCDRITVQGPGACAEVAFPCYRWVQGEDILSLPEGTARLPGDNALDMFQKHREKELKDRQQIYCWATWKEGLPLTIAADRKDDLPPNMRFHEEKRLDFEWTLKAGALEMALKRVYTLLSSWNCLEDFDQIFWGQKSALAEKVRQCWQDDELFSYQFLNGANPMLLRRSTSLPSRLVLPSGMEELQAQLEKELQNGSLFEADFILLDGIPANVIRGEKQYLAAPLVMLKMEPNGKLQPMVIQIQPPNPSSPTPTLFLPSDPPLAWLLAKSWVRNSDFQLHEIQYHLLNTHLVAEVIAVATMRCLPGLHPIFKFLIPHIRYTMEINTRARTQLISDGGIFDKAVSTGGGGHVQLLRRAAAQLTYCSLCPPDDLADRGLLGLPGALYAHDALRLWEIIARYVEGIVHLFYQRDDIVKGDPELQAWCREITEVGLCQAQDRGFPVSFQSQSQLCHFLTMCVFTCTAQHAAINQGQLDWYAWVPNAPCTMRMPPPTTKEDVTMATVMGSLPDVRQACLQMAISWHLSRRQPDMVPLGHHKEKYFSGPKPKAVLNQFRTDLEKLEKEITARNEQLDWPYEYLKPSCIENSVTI
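Purified human 12hLO (150 nM final) in 25 mM Hepes, 0.01% Triton X-100, pH 7.0 was preincubated 15 min at room temperature with compound. Then 40 uM arachidonic acid was added, 30 min. Hydroperoxide was read by Fe-XO absorbance ratio 573/405 nm.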
An asterisk follows results filed as active; ? = inconclusive; nt = no result given; & = joins results of further samples; ! = not active in a repeat; [ ] = dose if it differs, or a comment. Unless noted, calls come from the whole dose curve; as a rule, active = well fitted curve in the direction sought with a large enough effect; inconclusive = small, poorly fitted or top-dose-only effect, or another doubt; inactive = no such curve, though single readings can be large; an effect the other way counts as inactive or inconclusive. An excerpt (hit frequency here may not be typical).

PI4K2A block	GLS inhibitor	HP1b binding inh	JMJD2A Tudor inh	G9a inh	ERG Ets-DNA blk	BAZ2B inh	RGS4 inhibitor	smiles	ALOX12 inh
2	-1%	-1%	7%	-51%[59 µM]	-20%	-3%	-11%	O=S(=O)(NCC1CCCO1)c1cccc(S(=O)(=O)N2CCCC2)c1 (stereo not drawn)	0%
-3	6%	23%	-18%	2%	4%	-27%	-19%	CCc1ccc(NC(=O)C2CCN(S(=O)(=O)c3ccc4c(c3)CC(C)N4C(C)=O)CC2)cc1 (stereo not drawn)	29%
-6	4%	-12%	-6%	-1%	2%	2%	13%	CCCn1c(-c2ccccc2)cc(SC)c(C#N)c1=O	-4%
2	9%	-19%	?	?	-6%	?	21%[56.9 µM]	CN1CCN(c2nc(-c3cccc([N+](=O)[O-])c3)nc3ccccc23)CC1	-12%
-1	-1%	21%	-11%	-9%[0.501 µM]	-2%	-11%	11%	Cc1cc(C)n(S(=O)(=O)c2ccc(F)cc2)n1	?
2	?	-3%	-17%	0%[59 µM]	5%	-2%	18%	CCc1nc2ccc(C(=O)NCCc3ccc(SC)cc3)cc2nc1CC	6%
3	-7%	24%	2%	-11%	-9%	-1%	-27%	CCCNC(=O)c1cccc(Cn2cc(Br)c([N+](=O)[O-])n2)c1	1%
-1	-24%	41%[activator]	-16%	-12%[12.7 µM]	3%	-34%	-22%	O=C(COc1ccc(Cl)cc1)Nc1ccccc1C(=O)OCc1cc(=O)n2ccsc2n1	-22%
-2	5%	12%	-25%	8%[12.7 µM]	-7%	9%	1%	Cc1ccc(/C=N/NC(=O)c2ccc(-n3cnnn3)cc2)cc1	?
-5	2%	12%	-9%	-17%[12.7 µM]	-4%	5%	7%	CC1CCC(NC(=O)COc2ccccc2C(N)=O)CC1 (stereo not drawn)	-31%
-1	8%	7%	?	4%[59 µM]	-2%	-5%	10%	O=C(NCCOCc1ccc(Cl)cc1)c1ncn[nH]1	17%
-4	-8%	15%	?	45µM*	-11%	?	-10%	COc1ccc(-n2ncc3c(NCc4ccco4)ncnc32)cc1	32µM*
-3	0%	53%[activator]	-4%	21%	-7%	-23%	-2%	COc1ccc(NC(=S)N2CCC(NC(=O)c3ccc(F)cc3)CC2)cc1	-8%
4	0%	17%	-17%	18%[59 µM]	-4%	-7%	21%	CCOc1ccc(C(=O)NC(=S)Nc2ccc(NC(=O)c3ccco3)c(C)c2)cc1[N+](=O)[O-]	-7%
2	-15%	24%	7%	31%[59 µM]	-11%	2%	-23%	NC(=O)c1c(-c2ccc(Cl)cc2Cl)csc1NC(=O)Cc1ccccc1	0%
5	0%	10%	-25%	?	10%	-3%	-4%	CCOc1ccc(-c2cccc(NC(=O)c3ccc(Br)o3)c2)nn1	?
4	11%	38%[activator]	-4%	nt	3%	1%	25%	O=C(Nc1nnc(CCc2ccccc2)s1)c1cccc(F)c1	6%
-4	2%	38%[activator]	-12%	-4%[12.7 µM]	1%	-14%	-22%	COc1cc(CCCN2C(=S)NC[C@@H]2Cc2ccccc2)cc(OC)c1OC	?
6	18%	48%	-2%	13µM*	1%	-2%	-1%	CS(=O)(=O)Nc1ccccc1C(=O)NCc1ccco1	-10%
-2	-8%	61%[activator]	2%	-8%	1%	-13%	-11%	O=C(O)C1C2CCC(C2)C1C(=O)NCCc1cccc(Cl)c1 (stereo not drawn)	?
-9	4%	55%[activator]	-6%	12%[59 µM]	-24%	-1%	-6%	Cc1c(C(=O)O)cnc2cc(-c3ccc(Cl)cc3)nn12	12%[57.4 µM]
8	5%	33%	-18%	10%	7%	8%	-18%	CC1CCCC(C)N1C(=O)COc1ccc(-c2nnco2)cc1 (stereo not drawn)	-6%
1	3%	17%	-7%	nt	-12%	nt	-37%	CN(NC(=O)NN(C)C(=O)c1ccccc1)C(=O)c1ccccc1	-14%
4	1%	45%[activator]	1%	-4%	-2%	-13%	15%	O=C(CNC(=O)C1CCCCC1)OCn1nnc2ccccc2c1=O	1%
-1	1%	11%	-1%	nt	-5%	-17%	-18%	Cc1ccc(Cl)cc1NC(=O)c1cc2ccccc2cc1O	-3%
-16	5%	26%	0%	-25%	8%	?	-10%	Cc1ccc(Cl)cc1N1CCN(C(=O)c2cc3c(=O)[nH]c4ccccc4c3n2C)CC1	-11%
0	-3%	52%[activator]	-8%	23%	10%	5%	-12%	COCCCn1c(SCC(=O)NC2CCCC2)nnc1-c1ccccc1	-20%
-6	10%	6%	-24%	28µM*	nt	0%	-23%	O=C(NC(=S)N1CCCCCC1)C1CC1	?
2	-3%	23%[57 µM]	-5%	3%[59 µM]	3%	-1%	-10%	CC(C)(C)C(=O)Nc1cccc(-c2cn3cccnc3n2)c1	-19%
0	-3%	30%	-2%	-2%[59 µM]	-1%	-22%	-14%	Cc1oc(-c2ccccc2F)nc1CSc1nnc(C)n2c1cc1occc12	1%

Arranged by the number under ERG Ets-DNA blk (rising): seven of the compounds above
SMILES,ERG Ets-DNA blk
CN(NC(=O)NN(C)C(=O)c1ccccc1)C(=O)c1ccccc1,-12%
COc1ccc(-n2ncc3c(NCc4ccco4)ncnc32)cc1,-11%
COc1ccc(NC(=S)N2CCC(NC(=O)c3ccc(F)cc3)CC2)cc1,-7%
CCOc1ccc(C(=O)NC(=S)Nc2ccc(NC(=O)c3ccco3)c(C)c2)cc1[N+](=O)[O-],-4%
Cc1cc(C)n(S(=O)(=O)c2ccc(F)cc2)n1,-2%
Cc1oc(-c2ccccc2F)nc1CSc1nnc(C)n2c1cc1occc12,-1%
CC1CCCC(C)N1C(=O)COc1ccc(-c2nnco2)cc1 (stereo not drawn),7%

Part of the list above with just BAZ2B inh, ERG Ets-DNA blk and HP1b binding inh.
| structure | BAZ2B inh | ERG Ets-DNA blk | HP1b binding inh |
| --- | --- | --- | --- |
| COc1ccc(NC(=S)N2CCC(NC(=O)c3ccc(F)cc3)CC2)cc1 | -23% | -7% | 53%[activator] |
| CS(=O)(=O)Nc1ccccc1C(=O)NCc1ccco1 | -2% | 1% | 48% |
| Cc1c(C(=O)O)cnc2cc(-c3ccc(Cl)cc3)nn12 | -1% | -24% | 55%[activator] |

The listing continues:
PI4K2A block	GLS inhibitor	HP1b binding inh	JMJD2A Tudor inh	G9a inh	ERG Ets-DNA blk	BAZ2B inh	RGS4 inhibitor	smiles	ALOX12 inh
-1	-14%	28%	-26%	25%[59 µM]	-16%	-23%	7%	COc1ccc(CCNC(=O)c2sc3ccccc3c2Cl)cc1OC	11%
4	-2%	29%	-8%	-1%[12.7 µM]	0%	1%	-7%	COc1ccc(Cl)cc1NC(=O)C1CC(=O)N(c2ccc(F)cc2)C1 (stereo not drawn)	?
-6	-9%	87%[activator]	9%	-1%[0.501 µM]	29%	43%[activator]	9%	COC(=O)c1ccc(-c2c(-c3ccccc3)ncc3cc(F)ccc23)cc1	-11%
-6	-4%	56%[activator]	-14%	?	6%	8%	-5%	CCCS(=O)(=O)c1nc(S(=O)(=O)c2ccc(C)cc2)c(NCCCOC(C)C)s1	1%
-4	0%	12%	-14%	-3%	-2%	5%	-10%	CCOC(=O)NC(=O)CN1C(=O)NC(C)(c2ccccc2)C1=O (stereo not drawn)	19%
-1	-1%	?	?	-5%	-6%	-31%	?	N#Cc1cc([N+](=O)[O-])ccc1N1CCCC1	-3%
-1	1%	39%	-1%	11%[59 µM]	-1%	3%	0%	Cc1cc(C)c(Cn2c(=O)n(CCC(=O)NCCc3ccccc3)c(=O)c3ccccc32)c(C)c1	0%
-1	3%	52%[activator]	-1%	-2%[59 µM]	1%	-4%	-11%	Cc1ccc2oc(-c3cccc(NC(=O)c4cccc5c(Cl)cccc45)c3)nc2c1	-18%
-6	-12%	3%	-11%	-12%[59 µM]	-5%	-3%	-6%	CN1c2cc(Cl)ccc2-c2nc(SCC(=O)Nc3ccc(F)cc3F)ncc2S1(=O)=O	-29%
-17	18%	33%	-3%	2%[59 µM]	0%	-6%	-16%	O=C1c2ccccc2NC2(CCCCC2)N1c1ccc(O)cc1	0%
0&0	3%&11%	4%&41%	?	6%	24%&4%	-17%&-2%	-34%[56.9 µM]	Cc1ccc(NS(=O)(=O)c2ccc3[nH]c(=O)oc3c2)c(C)c1	50µM*!
-5	1%	11%	-1%	1%[59 µM]	-5%	6%[57.1 µM]	-4%	Cc1cc(C)cc(NC(=O)Cn2cc(C(=O)c3ccccc3)c(=O)c3ccc(C)nc32)c1	-21%
-4	-9%	11%	-25%	?	13%	-21%	?	O=C1c2ccccc2C(Nc2ccc(S(=O)(=O)N3CCCCC3)cc2)N1Cc1ccco1 (stereo not drawn)	27%
-6	-2%	0%	?	45µM*	-2%	?	-13%	O=C(/C=C/c1ccco1)N/C(=C\c1ccco1)C(=O)NCCc1nc2ccccc2[nH]1	-1%
